Screens: PubChem, NCI
Growth percent in the NCI-60 one-dose screen (48 h, 10 µM unless noted): 100 = growth as untreated, 0 = no growth, -100 = all killed.
SF-539 – SF-539 CNS cancer; actives 6.8% (n = 81,000); AID 1794752
SNB-19 – SNB-19 CNS cancer cells; actives 2.5% (n = 81,000)
U251 – U251 CNS tumor cells | actives 5.4% (n = 80,000)
SNB-75 – SNB-75 CNS cancer. actives 5% (n = 79,000). AID 1794750
PC-3 – PC-3 prostate cancer cells; AID 1794754; actives 3.9% (n = 80,000)
DU-145 – DU-145 prostate cancer; actives 4.2% (n = 81,000); AID 1794760
SF-295 – SF-295 CNS cancer cells | actives 5.6% (n = 79,000) | AID 1794758
HCC-2998 – HCC-2998 colon cancer; AID 1794799; actives 4.7% (n = 79,000)
SF-268 – SF-268 CNS cancer cells; actives 3.1% (n = 82,000); AID 1794759
Numbers without * were called inactive; & = joins results of further samples. The calls were made as follows: active = growth percent below 10; inactive = the rest. No enrichment for hits. About 9.9% of those tested had a hit in this group.

How did c1ccc(CCN2CCC3CC2c2ccccc23)cc1 (configuration not stated) do in these assays?
SF-539: 100; SNB-19: 111; SNB-75: 100; PC-3: 88; DU-145: 115; SF-295: 95; HCC-2998: 102; SF-268: 109

Results for Cc1cc(Sc2cc(C)cc(C(C)(C)C)c2O)c(O)c(C(C)(C)C)c1 ?
SF-539: 92; SNB-19: 94; U251: 95; SNB-75: 101; PC-3: 95; DU-145: 93; SF-295: 90; HCC-2998: 98; SF-268: 88

How did COc1ccc(OC)c(-c2cc(-c3ccccc3)c3c(N)c(C(=O)c4ccccc4)sc3n2)c1 do in these assays?
SF-539: 99; SNB-19: 110; U251: 95; SNB-75: 77; PC-3: 83; DU-145: 100; SF-295: 102; HCC-2998: 106; SF-268: 98

What do the screens show for `Nc1n[nH]c(-c2ccccc2CO)c1-c1nc2ccccc2s1`?
SF-539: 102; SNB-19: 103; U251: 104; SNB-75: 69; PC-3: 94; DU-145: 113; SF-295: 114; HCC-2998: 103; SF-268: 97

How did O=c1[nH]nc(-c2ccc(Cl)cc2)cc1Cc1ccccc1 do in these assays?
SF-539: 65; SNB-19: 101; U251: 93; SNB-75: 88; PC-3: 91; DU-145: 104; SF-295: 90; HCC-2998: 113; SF-268: 99

How did Cc1ccc2nc(NC(=O)CSc3nc(Nc4ccccc4C(=O)O)c(C#N)c(-c4ccccc4)n3)sc2c1 do in these assays?
SF-539: 99; SNB-19: 98; U251: 99; SNB-75: 89; PC-3: 91; DU-145: 118; SF-295: 97; HCC-2998: 116; SF-268: 99

Results for COC(=S)S ?
SF-539: 99; SNB-19: 102; U251: 106; SNB-75: 85; PC-3: 103; DU-145: 100; SF-295: 105; HCC-2998: 84; SF-268: 97

How did O=C1OC(Cc2ccccc2)(c2ccccc2)c2ccccc21 (configuration not stated) do in these assays?
SF-539: 113; SNB-19: 107; U251: 93; SNB-75: 121; PC-3: 82; DU-145: 104; SF-295: 70; HCC-2998: 94; SF-268: 96

How did O=C(Cn1nc(-c2ccccc2)ccc1=O)N/N=C1\SCC(=O)N1C1CCCCC1 do in these assays?
SF-539: 92; SNB-19: 93; U251: 92; SNB-75: 86; PC-3: 90; DU-145: 111; SF-295: 91; HCC-2998: 125; SF-268: 98

How did Nc1cc2c(cc1Br)-c1ccc(F)cc1C2O (configuration not stated) do in these assays?
SF-539: 94; SNB-19: 101; U251: 103; SNB-75: 79; PC-3: 89; DU-145: 120; SF-295: 111; HCC-2998: 101; SF-268: 97

How did CS(=O)(=O)c1ccc(N2N=C(c3ccc(Cl)cc3)CCC2=O)cc1 do in these assays?
SF-539: 99; SNB-19: 92; SNB-75: 89; PC-3: 89; DU-145: 105; HCC-2998: 86; SF-268: 97

What do the screens show for `CCCCSc1nnc(-c2c(C)nc3ccc(Br)cn23)o1`?
SF-539: 89; SNB-19: 94; U251: 89; SNB-75: 91; PC-3: 96; DU-145: 101; SF-295: 94; HCC-2998: 105; SF-268: 98

Results for O=C(O)CC(Sc1ccc(Cl)cc1)C(=O)Nc1ccccc1 (configuration not stated) ?
SF-539: 114; SNB-19: 111; U251: 98; SNB-75: 104; PC-3: 108; DU-145: 109; SF-295: 83; SF-268: 104

Results for N#CC1CC2C=CC1CC2 (configuration not stated) ?
SF-539: 101; SNB-19: 104; U251: 104; SNB-75: 102; PC-3: 99; DU-145: 106; SF-295: 104; HCC-2998: 105; SF-268: 97

What do the screens show for `COc1cc(C2CC(c3ccc(Cl)cc3)=NN2C=O)ccc1OCCN(C)C` (configuration not stated)?
SF-539: 89; SNB-19: 95; U251: 87; SNB-75: 64; PC-3: 64; DU-145: 103; SF-295: 99; HCC-2998: 96; SF-268: 98

How did COc1c(/C(C)=N/N=c2sc(C(C)=O)nn2-c2ccc(Cl)cc2)c(Oc2ccccc2)c(OC)c2occc12 do in these assays?
SF-539: 94&103; SNB-19: 98&96; U251: 97&99; SNB-75: 90&81; PC-3: 88&102; DU-145: 109&110; SF-295: 105&96; HCC-2998: 110&107; SF-268: 87&101

Results for CCOP(=O)(OCC)OC[C@]12CCC(C)(C)C[C@H]1C1=CC[C@@H]3[C@@]4(C)C/C(=C\c5cccnc5)[C@H](OP(=O)(OCC)OCC)C(C)(C)[C@@H]4CC[C@@]3(C)[C@]1(C)CC2 ?
SF-539: 37; SNB-19: 40; U251: 15; SNB-75: 80; PC-3: 16; DU-145: 31; SF-295: 27; HCC-2998: 33; SF-268: 46

What do the screens show for `CCCC(=O)NC(c1cccnc1)c1cc(C(C)=O)c2cccnc2c1O` (configuration not stated)?
SF-539: 25; SNB-19: 30; U251: 23; PC-3: 39; DU-145: 40; SF-295: 14; HCC-2998: 25; SF-268: 27

How did O=C(OCc1ccc2cccc(O)c2n1)c1cc2ccccc2[nH]1 do in these assays?
SF-539: 103; SNB-19: 99; U251: 97; SNB-75: 64; PC-3: 94; DU-145: 109; SF-295: 101; HCC-2998: 117; SF-268: 93

How did COc1cc(/C=C/CO)cc(OC)c1O[C@@H]1O[C@H](CO)[C@@H](O)[C@H](O)[C@H]1O do in these assays?
SF-539: 105; SNB-19: 97; U251: 96; SNB-75: 95; PC-3: 95; DU-145: 110; SF-295: 99; HCC-2998: 102; SF-268: 102

An excerpt from above in order of number of heavy atoms, highest first:
Results for CCOP(=O)(OCC)OC[C@]12CCC(C)(C)C[C@H]1C1=CC[C@@H]3[C@@]4(C)C/C(=C\c5cccnc5)[C@H](OP(=O)(OCC)OCC)C(C)(C)[C@@H]4CC[C@@]3(C)[C@]1(C)CC2 ?
SF-539: 37; SNB-19: 40; U251: 15; SNB-75: 80; PC-3: 16; DU-145: 31; SF-295: 27; HCC-2998: 33; SF-268: 46

How did COc1c(/C(C)=N/N=c2sc(C(C)=O)nn2-c2ccc(Cl)cc2)c(Oc2ccccc2)c(OC)c2occc12 do in these assays?
SF-539: 94&103; SNB-19: 98&96; U251: 97&99; SNB-75: 90&81; PC-3: 88&102; DU-145: 109&110; SF-295: 105&96; HCC-2998: 110&107; SF-268: 87&101

What do the screens show for `COc1cc(C2CC(c3ccc(Cl)cc3)=NN2C=O)ccc1OCCN(C)C` (configuration not stated)?
SF-539: 89; SNB-19: 95; U251: 87; SNB-75: 64; PC-3: 64; DU-145: 103; SF-295: 99; HCC-2998: 96; SF-268: 98

What do the screens show for `CCCC(=O)NC(c1cccnc1)c1cc(C(C)=O)c2cccnc2c1O` (configuration not stated)?
SF-539: 25; SNB-19: 30; U251: 23; PC-3: 39; DU-145: 40; SF-295: 14; HCC-2998: 25; SF-268: 27

How did COc1cc(/C=C/CO)cc(OC)c1O[C@@H]1O[C@H](CO)[C@@H](O)[C@H](O)[C@H]1O do in these assays?
SF-539: 105; SNB-19: 97; U251: 96; SNB-75: 95; PC-3: 95; DU-145: 110; SF-295: 99; HCC-2998: 102; SF-268: 102

How did CS(=O)(=O)c1ccc(N2N=C(c3ccc(Cl)cc3)CCC2=O)cc1 do in these assays?
SF-539: 99; SNB-19: 92; SNB-75: 89; PC-3: 89; DU-145: 105; HCC-2998: 86; SF-268: 97

Results for O=C(O)CC(Sc1ccc(Cl)cc1)C(=O)Nc1ccccc1 (configuration not stated) ?
SF-539: 114; SNB-19: 111; U251: 98; SNB-75: 104; PC-3: 108; DU-145: 109; SF-295: 83; SF-268: 104

What do the screens show for `CCCCSc1nnc(-c2c(C)nc3ccc(Br)cn23)o1`?
SF-539: 89; SNB-19: 94; U251: 89; SNB-75: 91; PC-3: 96; DU-145: 101; SF-295: 94; HCC-2998: 105; SF-268: 98

How did Nc1cc2c(cc1Br)-c1ccc(F)cc1C2O (configuration not stated) do in these assays?
SF-539: 94; SNB-19: 101; U251: 103; SNB-75: 79; PC-3: 89; DU-145: 120; SF-295: 111; HCC-2998: 101; SF-268: 97

Results for N#CC1CC2C=CC1CC2 (configuration not stated) ?
SF-539: 101; SNB-19: 104; U251: 104; SNB-75: 102; PC-3: 99; DU-145: 106; SF-295: 104; HCC-2998: 105; SF-268: 97

Results for COC(=S)S ?
SF-539: 99; SNB-19: 102; U251: 106; SNB-75: 85; PC-3: 103; DU-145: 100; SF-295: 105; HCC-2998: 84; SF-268: 97

(next part)
Results for O=C1Nc2ccccc2/C1=C/c1cccn1CCCCCCn1c2ccccc2c(=O)c2ccccc21 ?
SF-539: 100; SNB-19: 97; U251: 92; SNB-75: 92; PC-3: 40; DU-145: 94; SF-295: 97; HCC-2998: 43; SF-268: 87

Results for CC(C1SC(=S)NC1=O)C1SC(=S)NC1=O (configuration not stated) ?
SF-539: 106; SNB-19: 98; U251: 104; SNB-75: 103; PC-3: 103; DU-145: 109; SF-295: 104; HCC-2998: 112; SF-268: 109

What do the screens show for `CN(C)CCOc1c(Cc2ccccc2)ccc2ccccc12`?
SF-539: 101; SNB-19: 99; U251: 82; SNB-75: 68; PC-3: 83; DU-145: 95; SF-295: 86; HCC-2998: 84; SF-268: 85

What do the screens show for `NC(=O)c1cccc(-n2ccc3cc(NC(=O)c4ccc(F)c(C(F)(F)F)c4)ccc32)n1`?
SF-539: 50; SNB-19: 71; U251: 48; SNB-75: 72; PC-3: 51; DU-145: 77; SF-295: 47; HCC-2998: 70; SF-268: 78

Results for COc1ccc(CCN2CCC(CN(C)Cc3cnn(-c4ccccc4)c3)CC2)cc1 ?
SF-539: 20; SNB-19: 29; U251: 9.1*; SNB-75: 60; PC-3: 34; DU-145: 29; SF-295: 47; HCC-2998: 22; SF-268: 21

What do the screens show for `O=C(O)CN1CCc2c(sc3ncnc(N4CCN(c5ccccc5)CC4)c23)C1`?
SF-539: 97; SNB-19: 96; U251: 103; SNB-75: 94; PC-3: 93; DU-145: 105; SF-295: 100; HCC-2998: 107; SF-268: 98

What do the screens show for `C/C(=N/NC(=O)c1cc2ccccc2oc1=N)c1ccc(C)cc1`?
SF-539: 103; SNB-19: 97; U251: 98; SNB-75: 127; PC-3: 97; DU-145: 104; SF-295: 96; HCC-2998: 108; SF-268: 107

How did CCOc1nc(-c2ccco2)n2nc(-c3ccco3)cc2n1 do in these assays?
SF-539: 90; SNB-19: 97; U251: 98; SNB-75: 83; PC-3: 105; DU-145: 118; SF-295: 98; HCC-2998: 123; SF-268: 106

How did C=C1C(=O)O[C@H]2[C@H]1CC/C(COC(=O)N[C@@H](Cc1c[nH]c3ccccc13)C(=O)OC)=C\CC[C@@]1(C)O[C@@H]21 do in these assays?
SF-539: 25; SNB-19: 67; U251: 25; SNB-75: 69; PC-3: 33; DU-145: 21; SF-295: 72; HCC-2998: 82; SF-268: 47

What do the screens show for `O=C(NO)OCc1ccccc1`?
SF-539: 93; SNB-19: 104; U251: 97; SNB-75: 101; PC-3: 93; DU-145: 109; SF-295: 94; HCC-2998: 105; SF-268: 105

What do the screens show for `CC(=O)Nc1cc(=O)c2cccnc2[nH]1`?
SF-539: 90; SNB-19: 112; U251: 100; SNB-75: 96; PC-3: 116; DU-145: 117; HCC-2998: 105; SF-268: 100

Results for O=c1[nH]c(=S)[nH]cc1Oc1ccccc1 ?
SF-539: 107; SNB-19: 109; U251: 104; SNB-75: 93; PC-3: 106; DU-145: 125; SF-268: 108

How did CN(C)c1cccc2c(S(=O)(=O)Nc3cccc(-c4csc(NC(=O)CCCN)n4)c3)cccc12 do in these assays?
SF-539: 94; SNB-19: 94; U251: 87; SNB-75: 90; PC-3: 84; DU-145: 89; SF-295: 97; HCC-2998: 106; SF-268: 84

What do the screens show for `Nc1ccc(F)cc1[N+](=O)[O-]`?
SF-539: 103; SNB-19: 110; U251: 108; SNB-75: 92; PC-3: 95; DU-145: 110; SF-295: 109; HCC-2998: 92; SF-268: 106

Results for CN(CC(=O)c1ccc(I)cc1)Cc1ccccc1 ?
SF-539: 114; SNB-19: 108; U251: 98; SNB-75: 98; PC-3: 81; DU-145: 108; SF-295: 107; HCC-2998: 95; SF-268: 104

What do the screens show for `O=C(O)c1nc(=O)[nH]c(=O)[nH]1`?
SF-539: 92&102; SNB-19: 111&97; U251: 89&101; SNB-75: 90&90; PC-3: 93&96; DU-145: 116&131; SF-295: 108&111; HCC-2998: 93&112; SF-268: 99&118

What do the screens show for `O=c1nc(N2CCOCC2)oc2c(-c3cccc4c3sc3ccccc34)cccc12`?
SF-539: 85; SNB-19: 82; U251: 82; SNB-75: 47; PC-3: 60; DU-145: 94; SF-295: 89; HCC-2998: 96; SF-268: 85

How did O=C(/C=C/c1cn(-c2ccccc2)nc1-c1ccc(Cl)cc1)c1cc2ccccc2oc1=O do in these assays?
SF-539: 68; SNB-19: 54; U251: 35; PC-3: 53; DU-145: 64; SF-295: 48; HCC-2998: 102; SF-268: 91

How did C=C1CC[C@H](O)C/C1=C/C=C1\CCC[C@]2(C)C([C@H](C)/C=C/[C@H](C)C(C)C)CC[C@@H]12 (some centres not stated) do in these assays?
SF-539: 106; SNB-19: 83; U251: 85; SNB-75: 84; PC-3: 93; DU-145: 90; SF-295: 96; HCC-2998: 113; SF-268: 105
